# M5 antag: blocks acetylcholine activation of human M5 receptor; inhibition, % at 3 µM; CHO-hM5 cells, Fluo-8 calcium fluorescence, ACh EC80; 360,000 compounds, 0.59% hits; P08912;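 active = inhibition above a per-plate cutoff, the mean of that plate's test compounds plus 3 SD, cut at about 27% in these data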;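 also: 0% = acetylcholine EC80 with DMSO and 100% = DMSO without agonist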
# Target sequence (P08912 whole entry, looked up): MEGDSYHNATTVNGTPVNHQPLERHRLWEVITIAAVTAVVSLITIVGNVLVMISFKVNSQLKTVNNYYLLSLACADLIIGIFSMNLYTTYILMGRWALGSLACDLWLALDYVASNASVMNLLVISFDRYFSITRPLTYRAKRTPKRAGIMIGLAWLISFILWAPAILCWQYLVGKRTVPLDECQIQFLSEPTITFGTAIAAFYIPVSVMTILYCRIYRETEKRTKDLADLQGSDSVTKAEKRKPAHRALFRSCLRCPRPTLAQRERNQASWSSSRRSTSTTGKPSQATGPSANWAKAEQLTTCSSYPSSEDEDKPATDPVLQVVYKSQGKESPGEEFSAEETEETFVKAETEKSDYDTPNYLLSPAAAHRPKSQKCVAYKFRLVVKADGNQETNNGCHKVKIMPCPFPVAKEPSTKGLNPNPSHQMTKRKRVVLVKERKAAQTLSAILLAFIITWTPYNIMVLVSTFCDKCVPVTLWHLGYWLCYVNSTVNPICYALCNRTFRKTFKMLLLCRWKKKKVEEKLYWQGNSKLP
# CHRM1 PAM: human CHRM1 positive allosteric modulation | P11229 | CHO-K1 hM1, Fluo-8 calcium fluorescence, ACh EC20; 0% = ACh EC20, 100% = maximal ACh | activation, % at 3 µM | 360,000 compounds, 0.088% hits | AID 588819; in the data active = activation above about 19%, passing the limit was not always enough
# TAAR1 ag: human TAAR1 agonism; Q96RJ0; CHO RD-HGA16 TAAR1, Fluo-8 calcium fluorescence; vehicle wells 0%, saturating PEA agonist 100%; 360,000 compounds, 0.99% hits; activation, % at 3 µM;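 active = activation above the mean activation of all test compounds in the run plus 3 SD, cut at about 38% in these data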
# Target sequence (Q96RJ0 whole entry, looked up): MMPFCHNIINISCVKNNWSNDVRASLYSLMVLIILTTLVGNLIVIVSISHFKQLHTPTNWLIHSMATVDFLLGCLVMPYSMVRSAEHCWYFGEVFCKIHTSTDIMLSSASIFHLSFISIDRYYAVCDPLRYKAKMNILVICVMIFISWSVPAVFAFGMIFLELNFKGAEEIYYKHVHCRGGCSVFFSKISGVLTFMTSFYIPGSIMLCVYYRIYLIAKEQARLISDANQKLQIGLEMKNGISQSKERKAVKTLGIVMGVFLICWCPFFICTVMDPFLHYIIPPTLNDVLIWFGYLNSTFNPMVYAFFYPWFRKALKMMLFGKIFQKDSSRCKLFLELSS
#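 Benchmarks: low control DMSO, high control PEA (EC100); System: CHO RD-HGA16 cells carrying human TAAR1 plus Gα16; Detection: Fluo-8 fluorescence, 5 s baseline then 140 s kinetic read; Schedule: 17-24 h plating, Fluo-8 75 min 37 °C, 30 min RT; Read-out basis: % activation from peak over basal fluorescence ratio, DMSO-to-PEA scaled.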
# M1 antag: human CHRM1 antagonism; P11229; CHO-K1 hM1, Fluo-8 calcium fluorescence, ACh EC80 antagonist; inhibition, % at 3 µM; 360,000 compounds, 1.3% hits; AID 588852;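 active = percent inhibition above its own plate's cutoff, namely the mean of that plate's compound wells plus 3 SD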;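 also: peak over basal fluorescence ratio during 140 s after agonist addition; 0% = ACh EC80 plus DMSO and 100% = DMSO alone without agonist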
# M1 ag: human M1 muscarinic receptor agonism. activation, % at 3 µM. AID 588814. 360,000 compounds, 0.33% hits. CHO-K1 hM1, Fluo-8 calcium fluorescence, agonist mode; 0% DMSO, 100% acetylcholine EC100;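 active = activation above the run's mean compound activation plus 3 SD, cut at about 16% in these data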;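 also: peak over basal fluorescence ratio within a 140 s kinetic read after compound addition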
# M5 ag: agonists of human muscarinic M5 receptor (CHRM5); P08912; CHO-K1 hM5 cells, Fluo-8 calcium fluorescence; 0% DMSO wells, 100% maximal acetylcholine response; 360,000 compounds, 0.19% hits; activation, % at 3 µM;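 active = activation above the run's mean over test compounds plus 3 SD, cut at about 23% in these data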;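 also: signal is peak over basal fluorescence ratio across the kinetic read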
# CHRM4 antagonist: blocks acetylcholine activation of human M4 receptor; CHO-hM4 cells, ACh EC80, Fluo-8 calcium fluorescence; inhibition, % at 3 µM; 360,000 compounds, 0.73% hits;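 active = inhibition above its plate's cutoff, the mean inhibition of sample wells plus 3 SD, cut at about 27% in these data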;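 also: 0% = acetylcholine EC80 with DMSO and 100% = DMSO without agonist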
# M4 ag: agonists of human muscarinic M4 receptor (CHRM4); CHO-K1 hM4/Gqi5, Fluo-8 calcium fluorescence; vehicle 0%, full acetylcholine response 100%; activation, % at 3 µM; 360,000 compounds, 0.14% hits;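 active = activation above the run mean over all test wells plus 3 SD, cut at about 32% in these data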;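 also: peak over basal fluorescence ratio per well then scaled between controls; 0% = DMSO wells and 100% = acetylcholine at EC100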
# CHRM5 PAM: CHRM5 positive allosteric modulation. 360,000 compounds, 0.3% hits. CHO-K1 hM5, Fluo-8 calcium, ACh EC20 PAM; 0% = ACh EC20, 100% = ACh EC100. AID 624038. activation, % at 3 µM. P08912;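 active = activation above the run cutoff, the mean activation of all test compounds plus 3 SD, cut at about 18% in these data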
#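 Test system: CHO-K1 hM5 cells / Doses: single-point, 3 µM nominal / Times: Post-acetylcholine fluorescence recording 140 s / Technique: Fluo-8 calcium fluorescence / Measure: Max/basal fluorescence ratio as % of EC20–EC100 ACh window / Benchmarks: low control EC20 acetylcholine (0%), high control EC100 acetylcholine (100%) / Replicates: one well per compound, no replicates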
# * hit, by the source's call; . = no result given. This is a subset; rates above refer to the full screens.
SMILES,M5 antag,CHRM1 PAM,TAAR1 ag,M1 antag,M1 ag,M5 ag,CHRM4 antagonist,M4 ag,CHRM5 PAM
CN(C)S(=O)(=O)c1cccc(NC(=O)COc2ccccc2C(=O)NCc2ccccc2)c1,16,-8,13,8,-2,-1,5,15,-17
CCCN(CC(=O)Nc1ccc(C(N)=O)cc1)CC(=O)Nc1ccc(F)c(F)c1F,5,2,2,-2,-4,1,6,2,-3
N#CCCN(C(=O)CN1CCN(S(=O)(=O)c2ccc(Cl)s2)CC1)c1ccc(F)cc1,6,-1,1,3,-6,-2,11,3,-2
Cn1c(N)c(C(=O)c2cc(-c3ccccc3)nc3ccccc23)c(=O)n(C)c1=O,-1,7,3,-18,-6,-2,-1,1,6
Cc1cc(C)c2c(N)c(C(=O)C(C)(C)C)sc2n1,-3,5,0,-3,-8,-2,3,0,-2
Cc1nc(C)n(CC(C)C(=O)N2CCN(S(=O)(=O)c3ccccc3)CC2)n1 (stereo unspecified),-4,3,5,-10,-4,-4,-20,2,-3
Cc1c(/C=C2\NC(=O)NC2=O)c2ccccc2n1C,10,4,-1,-6,-2,2,1,0,-6
COC(=O)C(CC(=O)CNC(=O)c1ccccc1)NC(=O)c1ccccc1 (stereo unspecified),-2,4,1,-9,-2,2,9,3,2
COc1ccc(-n2c(C)nc3cc(C(=O)O)ccc32)cc1,2,0,16,2,-2,3,-9,1,0
CCc1nc2ccc(C(=O)NC3CCN(Cc4ccccc4)CC3)cn2c1N(CC)Cc1cccc(Br)c1,8,-18,21,19,-9,-1,5,8,-4
Cn1c(NCCOc2ccccc2)nc2cc(-c3ccc(F)cc3)sc2c1=O,10,4,2,-16,-1,2,-13,1,-5
O=[N+]([O-])c1ccc(COc2ccc(CN3CCOCC3)cc2)cc1,0,-6,1,3,-7,0,-26,11,-1
CCn1c2ccccc2c2nnc(SCCN3CCOCC3)nc21,1,17,7,-19,-7,2,3,4,1
Cc1cccc(NC(=S)NC2CC3CCCC(C2)N3Cc2ccco2)c1 (stereo unspecified),-1,5,4,2,-3,-7,8,2,-1
CC(C)C[C@H](NC(=O)C1(c2ccccc2)CCN(C(=O)[C@H]2CSCN2C(=O)OC(C)(C)C)CC1)C(=O)O,-2,5,4,2,-4,0,-2,0,0
O=C1NC(=O)/C(=C\c2ccc(Cl)nc2)S1,2,9,11,-8,-4,2,0,2,0
Cn1c(Cn2c3ccccc3c3ccccc32)n[nH]c1=S,0,0,4,2,-3,-2,9,3,2
O=S(=O)(NCCc1ccccc1)c1cccc2nsnc12,0,-9,-3,11,-4,0,-4,1,-4
CCOc1cc(/C=C2\C(=O)N(Cc3ccco3)C(C)=C2C(=O)OC)ccc1O,-4,-8,5,14,-6,-3,-9,1,7
COc1ccc(N2CCN(S(=O)(=O)CCNC(=O)c3ccc(Br)o3)CC2)cc1,-15,13,0,-15,4,3,-16,8,14
COc1ccc(NC(=O)CSc2nnc(C)c(=O)n2N)cc1,-2,7,0,-2,1,-1,-1,0,-7
CCCCCNC(=O)Cn1c(=O)c2c(ncn2CC(C)C)n(Cc2ccccc2)c1=O,1,-5,0,9,-7,0,-4,0,1
N#C/C(=C/c1ccc(F)cc1)C(N)=S,11,5,7,4,-4,0,-6,1,3
CCOC(=O)C1CCCN(Cc2cc(OC)c(O)c(OC)c2)C1 (stereo unspecified),8,-15,15,6,42*,10,-8,1,-5
Cc1csc(NC(=O)c2cc(=O)[nH]c3ccccc23)n1,8,6,7,-4,-2,-4,5,4,-9
# More structures.
SMILES,M5 antag,CHRM1 PAM,TAAR1 ag,M1 antag,M1 ag,M5 ag,CHRM4 antagonist,M4 ag,CHRM5 PAM
Cc1ccc(S(=O)(=O)N2CCCCC2)cc1NC(=O)COC(=O)c1cccn1C,-4,10,13,-11,-2,3,-1,5,3
CCOC(=O)CON1C(=O)c2ccccc2C1=O,5,3,4,-21,-4,0,-2,0,3
CCC(Sc1nc2ncccc2[nH]1)C(=O)NC1CCC(C)CC1 (stereo unspecified),-1,3,1,0,-10,-3,6,3,-3
Cn1c(=O)c2sccc2n(Cc2ccccc2)c1=O,20,7,2,-10,1,1,-1,2,-6
Cc1cc(C)c(NC(=O)c2ccccc2CCc2ccccc2)c(C)c1,2,-10,3,21,-7,0,4,0,-1
Cc1cc(NC(=O)CN2C(=O)NC(C)(c3ccccc3Cl)C2=O)no1 (stereo unspecified),12,-1,1,1,0,1,-7,5,-13
Cc1ccc(S(=O)(=O)N/N=C\c2ccc3c(c2)OCO3)cc1,-6,6,15,-24,-2,0,-1,0,3
Fc1ccccc1COc1ccc2ccccc2c1CNc1nn[nH]n1,0,1,1,-2,-6,0,15,3,-4
C=CCNC(=O)CSc1nnc(-c2ccncc2)n1CCc1ccccc1,11,5,9,-5,4,2,4,1,-8
O=C1c2cccc3cccc(c23)C(=O)N1CC1CCN(S(=O)(=O)c2ccccc2)CC1,-3,7,0,-9,-3,2,-20,2,-3
O=C(N/N=C/c1cc(O)ccc1[N+](=O)[O-])c1ccc2c(c1)OCCO2,1,2,0,0,-1,3,1,1,-2
CC1CC(C)CN(C(C(=O)NC2CCCCC2)c2ccnc3ccccc23)C1 (stereo unspecified),0,-1,3,-16,-3,4,4,1,-1
CCCCOC(=O)Nc1ccc(N2CCCCC2)cc1,1,6,4,-7,-6,-3,0,-2,-2
CC(C)c1ccc(NC(=S)NC2CC3C=CC2C3)cc1 (stereo unspecified),10,-10,2,6,-3,-3,-5,11,-18
CN(c1ccccc1)S(=O)(=O)c1cccc(NC(=O)c2ccncc2)c1,22,-11,5,23,3,4,8,16,-31
CCN(CC)CCCNc1cc(C)nc2cc(-c3cccs3)nn12,4,7,1,-2,-15,-4,5,0,14
COc1ccc(NC(=S)NC2CCS(=O)(=O)C2)cc1 (stereo unspecified),-1,0,4,2,-5,-1,-2,1,1
O=C(CN(Cc1ccco1)C(=O)CNS(=O)(=O)c1ccc(F)cc1)NCCc1ccccc1,-2,-5,12,5,-4,-2,3,2,-3
CCCCn1c(N)c(N(CCOC)C(=O)CCCc2cccs2)c(=O)[nH]c1=O,-5,2,4,2,-3,2,-3,0,4
COc1ccc2c(c1)C(CC(C)=O)N(c1ccc(-c3cnc(OC)nc3)cc1)C(c1ccsc1)=C2 (stereo unspecified),3,.,4,.,.,-1,-3,1,-5
Cc1ccccc1N1CCN(C2CCCN(C(=O)CCC(=O)N(C)C)C2)CC1 (stereo unspecified),8,-2,-1,9,-6,1,6,-1,2
COc1cc(/C=C/c2nc(N)nc(-c3ccccc3O)n2)cc(OC)c1OC,1,-11,9,17,-6,-4,-5,2,-6
COc1ccc(-c2noc(=O)n2Cc2cc(C)ccc2C)cc1,5,-18,7,21,-6,-14,-9,0,-10
CC(C)CNC(=S)Nc1ccc(F)cc1,6,13,12,-7,-5,2,-4,2,-7
COc1cc(N(C(C)=O)c2ccc(O)c(C(=O)O)c2)c2ncccc2c1,-6,2,3,-8,1,2,4,0,-1
# The list continues:
SMILES,M5 antag,CHRM1 PAM,TAAR1 ag,M1 antag,M1 ag,M5 ag,CHRM4 antagonist,M4 ag,CHRM5 PAM
CC1CCN(S(=O)(=O)c2ccc(S(=O)(=O)NCc3ccco3)cc2)CC1,-1,-4,0,4,-7,2,5,0,0
Nc1ccccc1Nc1cc(-c2ccccc2)[nH]n1,9,10,6,-4,-2,-2,10,4,-6
COc1ccc(CNC(=O)C(C#N)c2nc3ccccc3nc2N2CCCC2)cc1 (stereo unspecified),2,2,1,3,2,1,7,1,1
COc1ccc(-n2nnnc2/C(=C/N(C)C)C(=O)c2ccccc2)cc1,4,4,13,-5,-3,4,-4,6,-9
COCCNC(=O)CSc1nc2ccccc2c(=O)n1-c1cccc(OC)c1,-1,9,4,-11,-4,0,-3,1,-7
CCn1c(=O)c([N+](=O)[O-])c(N2CCSCC2)c2ccccc21,2,-5,8,3,-7,-7,-8,0,1
O=C(O)/C=C/C(=O)Nc1ccc(NC(=O)c2ccccc2)c(Cl)c1,3,8,13,5,1,-5,2,1,-9
CCS(=O)(=O)NCc1cn2c(C)csc2n1,-2,12,15,-12,-4,-2,1,1,7
COC(=O)C1=C(C)N(Cc2ccccc2)C(=NCc2cc(OC)c(OC)c(OC)c2)N[C@H]1c1ccc(Br)cc1,11,6,.,2,5,-2,14,12,-2
CC(C)(C)S(=O)N1Cc2cc(C(=O)NCCCN3CCOCC3)nc(-c3cccc(-c4cc5ccccc5o4)c3)c2[C@@H]1CCO (stereo partly specified),14,-2,21,-9,0,4,19,26,-12
C=CCn1c(-c2ccccc2)cc(SC)c(C#N)c1=O,-7,-12,8,10,-9,-6,2,-1,-2
CC(C)(C)OC(=O)N1CCCN(C(c2ccnc3ccccc23)c2nnnn2-c2ccc3c(c2)OCCO3)CC1 (stereo unspecified),-7,.,10,.,.,4,-13,9,-2
Cn1c(=O)[nH]c(=O)c2[nH]c(CO)nc21,13,9,0,-14,1,2,-9,1,-2
CC1CCCCN1C(=O)COC(=O)C1CCN(S(=O)(=O)c2ccc3c(c2)OCCO3)CC1 (stereo unspecified),-4,6,-1,-5,-4,0,-5,2,-2
Clc1ccc(Nc2nc3cccnc3s2)cc1,5,-2,0,8,-4,-2,-5,0,-3
Cc1cc(C)nc(/N=C(\N)Nc2ccc3c(c2)OCCO3)n1,1,-3,4,-6,-11,-2,1,2,-2
COc1ccc(OC)c(NC(=O)Nc2cccc(Cn3cccn3)c2)c1,1,-2,6,-2,-3,0,-7,2,-1
CC12CCC(C(N)=O)(C1Br)C2(C)C (stereo unspecified),-2,-1,4,-4,-3,-2,7,1,-4
COc1cccc(C(O)c2nc(-c3cccc(NC(C)=O)c3)cs2)c1 (stereo unspecified),10,-1,6,-7,3,4,2,10,-3
C=CCOc1ccc(/C(O)=C2/C(=O)C(=O)N(CCN3CCOCC3)C2c2ccc(C)cc2)cc1 (stereo unspecified),1,7,0,-11,-4,-2,-5,0,1
Cc1ccc(C)c(C(=O)N(C)CC(=O)Nc2ccccc2C(F)(F)F)c1,3,1,15,4,-2,1,-2,1,-4
COCc1[nH][nH]c(=O)c1C=Nc1ccc(Oc2ccccc2)cc1,-3,2,4,2,-2,-12,9,2,-2

# Five compounds drawn at random from those above:
SMILES,M5 antag,CHRM1 PAM,TAAR1 ag,M1 antag,M1 ag,M5 ag,CHRM4 antagonist,M4 ag,CHRM5 PAM
Nc1ccccc1Nc1cc(-c2ccccc2)[nH]n1,9,10,6,-4,-2,-2,10,4,-6
CC1CCN(S(=O)(=O)c2ccc(S(=O)(=O)NCc3ccco3)cc2)CC1,-1,-4,0,4,-7,2,5,0,0
Clc1ccc(Nc2nc3cccnc3s2)cc1,5,-2,0,8,-4,-2,-5,0,-3
Cn1c(=O)[nH]c(=O)c2[nH]c(CO)nc21,13,9,0,-14,1,2,-9,1,-2
CC1CCCCN1C(=O)COC(=O)C1CCN(S(=O)(=O)c2ccc3c(c2)OCCO3)CC1 (stereo unspecified),-4,6,-1,-5,-4,0,-5,2,-2
